USP2a block = USP2a (human) protease inhibition. actives 0.01% (n = 330,000). AID 463254. USP2 core, Ub-CHOP2 coupled fluorogenic reporter, 485/531. Potency, µM (doses to about 38.3 µM), for the others: top-dose activity change, negative = inhibition, actives largely listed as inhibitors;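 further: potency means the concentration at half of the fitted maximal effect; plate controls were DMSO wells for no effect and full inhibition by NEM control for full effect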
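USP2 core (10nM final) preincubated 30min RT with compound in 20mM Tris-HCl pH 8.0, 2mM CaCl2, 2mM beta-mercaptoethanol, 0.05% CHAPS; 25nM Ub-CHOP2 plus 25nM reporter substrate added, fluorescence (Ex485/Em531) read after 60min.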
Eya2 phos inh = Eya2 (human) phosphatase inhibition | Potency, µM (series often up to 76.9 µM), inactives show at the highest dose activity, negative = inhibition, hits mostly inhibitors | recombinant Eya2, OMFP fluorescence dephosphorylation (OMFP is methylfluorescein phosphate) | O00167 | actives 0.006% (n = 330,000); further: potency means the concentration at half of the fitted maximal effect; on the % scale 0 is the no-effect control and ±100 the full control effect
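Eya2 (0.2 uM) preincubated 10 min at ambient with compound, then OMFP substrate added at 50 uM; 10 min reaction in 50 mM HEPES pH 7.5, 50 mM NaCl, 5 uM MgCl2, 0.05% BSA, 1 mM DTT. Fluorescence read at Ex 485/Em 525 nm.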
hERG WT inh = inhibitors of human wildtype KCNH2 potassium channel; Q12809; U2OS, BacMam KCNH2, thallium flux FluxOr; hits give low values; activity change, % at 1.84 µM; actives 0.37% (n = 340,000);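 active means maximum activity change below -70%; inconclusive means maximum activity change between -70% and -50%; inactive means maximum activity change above -50%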; further: on the % scale 0 is the no-effect control and ±100 the full control effect
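U2OS cells were transduced with wild-type KCNH2 virus (2.03 x 10^8 / mL) for 4 h at room temperature, then cultured overnight at 37 C. Thallium flux was read with FluxOr dye. Rate constants were normalized to DMSO controls.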
TRPV1 agonist = human TRPV1 agonism; actives 0.19% (n = 320,000); AID 540275; TRPV1-expressing cells, Fluo-8 calcium influx, agonist mode; Q8NER1; activation, % at 8.33 µM; in the data active means activation above about 80%; inconclusive means between about 30% and that limit; further: 0% is about no effect
Target sequence (Q8NER1 whole entry, looked up): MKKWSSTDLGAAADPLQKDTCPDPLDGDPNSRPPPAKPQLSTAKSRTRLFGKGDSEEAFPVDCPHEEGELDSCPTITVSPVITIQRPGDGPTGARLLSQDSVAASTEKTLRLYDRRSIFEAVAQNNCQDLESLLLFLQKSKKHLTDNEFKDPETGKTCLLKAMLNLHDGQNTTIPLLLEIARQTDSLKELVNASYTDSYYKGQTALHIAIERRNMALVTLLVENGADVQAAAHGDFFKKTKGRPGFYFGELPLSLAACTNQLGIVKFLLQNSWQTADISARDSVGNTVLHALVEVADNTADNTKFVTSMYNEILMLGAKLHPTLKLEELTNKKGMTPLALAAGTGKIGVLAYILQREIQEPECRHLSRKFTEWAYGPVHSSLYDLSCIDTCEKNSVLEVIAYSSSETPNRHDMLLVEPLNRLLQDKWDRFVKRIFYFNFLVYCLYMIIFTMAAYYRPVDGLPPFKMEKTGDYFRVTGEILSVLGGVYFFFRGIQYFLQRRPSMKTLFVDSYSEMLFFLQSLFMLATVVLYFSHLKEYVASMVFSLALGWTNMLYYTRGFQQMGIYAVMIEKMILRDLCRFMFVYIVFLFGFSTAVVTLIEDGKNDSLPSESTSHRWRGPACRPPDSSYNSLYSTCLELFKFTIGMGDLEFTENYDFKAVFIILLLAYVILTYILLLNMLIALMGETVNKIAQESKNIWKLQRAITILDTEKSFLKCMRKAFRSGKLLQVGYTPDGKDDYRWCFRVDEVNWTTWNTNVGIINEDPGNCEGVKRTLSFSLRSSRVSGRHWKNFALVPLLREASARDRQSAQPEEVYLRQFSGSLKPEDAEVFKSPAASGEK
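Fluo-8 calcium influx in TRPV1-expressing cells, kinetic read (ex 480/em 520 nm). Compound added and read 3 min for agonist activity, followed by capsaicin at EC20 final and 2 min further read for enhancement.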
TSHR antagonist = human thyrotropin receptor antagonism; actives 0.2% (n = 330,000); activity change, negative = inhibition, % at 11.5 µM; TSHR-expressing cells, TSH-stimulated cAMP HTRF, 2 h; hits give low values; P16473; AID 504810;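 active means activity change below a set negative limit, meaning inhibition stronger than a set level, cut at about -70% in these data; inconclusive means activity change between two set negative limits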; further: on the % scale 0 is the no-effect control and ±100 the full control effect
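TSHR-expressing cells were treated with compounds, then stimulated with TSH at EC80 (4nM final) for 2 hours at 37 deg C. Cellular cAMP was measured by HTRF competition between lysate cAMP and cAMP-d2 for a cryptate-labelled anti-cAMP antibody.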
ELG1 DNA repair = ELG1-dependent DNA repair inhibition; HEK293T ELG1-luciferase reporter, luminescence, 16 h; DNA damage induced by 5-fluorouridine; Potency, µM (titrated, usually from 46.1 µM), without a hit: at the top dose activity change, negative = inhibition, actives largely listed as inhibitors; actives 2.3% (n = 330,000); further: potency means the concentration at half of the fitted maximal effect; on the % scale 0 is the no-effect control and ±100 the full control effect; nearly all actives have a fitted effect of over 55% in size
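5-Fluorouridine DNA damage + compound/DMSO, 2,000 cells/well, 16 h, 37 °C/5% CO2. ONE-Glo, 30 min RT, luminescence. Readout = decrease in reporter signal.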
AT treatment = potential ataxia-telangiectasia treatment | Potency, µM (titrated, usually from 57.5 µM), for the others: at the top dose activation, usual class: activators | AID 485349 | […] A-T fibroblasts, KAP-1 phosphorylation AlphaLISA; neocarzinostatin DNA damage 30 min before lysis | actives 0.19% (n = 320,000); further: potency means the concentration at half of the fitted maximal effect; % of control where 0% means no effect; nearly all actives have a fitted effect of over 45% in size
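ATM-like activity read as KAP-1 phosphorylation via AlphaLISA donor/acceptor antibody pairs after lysis and 6 hr at 25C. Cells were ATM-null patient fibroblasts ([…], hTERT), dosed 60 min, then exposed to the DSB inducer NCS for 30 min.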
TCR act = activates T cell receptor signaling | primary human leukocytes, anti-CD3, IL-2 HTRF, 48 h | Potency, µM (highest dose often 9.22 µM), for the others: at the top dose activation of IL-2 secretion, most hits filed as activators | 330,000 tested, under 10 active; further: % of control where 0% means no effect
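TCR engagement came from a-CD3 beads alone, with compounds added to primary human leukocytes for 48 hr. Secreted IL-2 bridged europium cryptate- and d2-labelled anti-IL-2 antibodies, giving FRET emission at 665nm after 320nm excitation.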
Mito fusion yeast = blocks mitochondrial division or promotes mitochondrial fusion; Potency, µM (highest dose often 46.1 µM), for the others: top-dose growth rescue (activation), hits mostly activators; AID 485298; actives 0.23% (n = 320,000); S. cerevisiae fusion-defective mutant growth rescue, CellTiterGlo 48 h;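 further: potency means the concentration at half of the fitted maximal effect; % of control where 0% means no effect; nearly all actives have a fitted effect of over 45% in size; temperature-sensitive fusion mutants such as fzo1-1 at 37 °C on non-fermentable ethanol glycerol medium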
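Compounds are tested for their ability to restore growth of mitochondrial fusion-defective yeast strains at non-permissive 37C in YPEG medium over 48 hours. Viability is quantified by luciferase luminescence.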
KCNH2 3.1 inh = blocks the human KCNH2 3.1 channel isoform. actives 0.95% (n = 340,000). activity change, % (tested at about 1.8 µM). U2OS KCNH2 3.1, thallium flux FluxOr; hits give low values. AID 720553;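 active means maximum activity change below -70%; inconclusive means maximum activity change from -70% to -50%; inactive means maximum activity change above -50%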;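 further: thallium influx rate constant from kinetic fluorescence after stimulation buffer; on the % scale 0 is the no-effect control and ±100 the full control effect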
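Thallium flux via FluxOr fluorescence (Red40 quencher, 45 min loading) in U2OS cells virally expressing the KCNH2 3.1 isoform (1.77 x 10^8 /mL virus, overnight at 37 C). Rate constants from 2-min kinetic reads post-stimulation, normalised to positive and negative controls.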
An asterisk follows results filed as active; u = inconclusive; x = not tested or not shown; [ ] = another dose, or the depositor's remark. Unless noted, the call rests on the fitted dose curve; in most records, active means well fitted curve in the direction sought with a large enough effect; inconclusive means small, poorly fitted or top-dose-only effect, or another doubt; inactive means no such curve, though single readings can be large; an effect the other way counts as inactive or inconclusive. Some of the compounds tested, so the mix of outcomes need not match the whole.

SMILES	USP2a block	Eya2 phos inh	hERG WT inh	TRPV1 agonist	TSHR antagonist	ELG1 DNA repair	AT treatment	TCR act	Mito fusion yeast	KCNH2 3.1 inh
O=C(c1ccc2nsnc2c1)N1CCN(c2ccc([N+](=O)[O-])cc2)CC1	0%	12%	22	0	-1	16µM*	-11%	8%	9%	u
CC1=C(C)C(=O)N(C(C)CCc2ccccc2)C1=O (stereo not drawn)	-4%	-15%	-5	11	-13	-8%	-1%	x	-2%	-12
Fc1ccccc1Nc1nc(Cl)nc(Cl)n1	-1%	-4%	-3	1	0	6%	2%	-6%	-4%	-9
Cc1cccn2c(=O)c(C=O)c(Sc3ncccn3)nc12	-2%	7%	5	1	0	u	8%	1%	5%	3
O=C(Nc1ccc(S(=O)(=O)Nc2ccccn2)cc1)c1ccccc1	2%	1%	-3	3	-7	-1%	6%	3%	2%	x
Cc1ccc(NC(=S)Nc2cc(-c3ccccc3)[nH]n2)cc1Cl	1%	-3%	0	1	-11	-2%	-6%	-7%	-1%	-6
COc1ccc(-c2nc3ccccc3n2CCC(C)C)cc1OC	1%	-6%	8	2	-13	u	x	2%	15%	-11
COc1ccc(OC)c(S(=O)(=O)N2CCC(C(=O)N3CCN(Cc4ccccc4)CC3)CC2)c1	0%	18%	16	0	2	u	1%	-3%	-6%	-2
c1ccc2c(c1)Nc1ccncc1S2	-4%	-25%	-6	-4	30	18µM*	23%	1%	-2%	-9
CC1(C)CC(=O)C(C(C2=C(O)CC(C)(C)CC2=O)c2cccnc2)C(=O)C1 (stereo not drawn)	3%	9%	-1	-2	11	6%	5%	-5%	2%	2
Cc1cc(C(=O)OCC(=O)Nc2ccccc2Br)c(C)o1	0%	6%	-2	x	16	4%	5%	-4%	x	9
CCC(=O)N(CCC(c1ccccc1)c1ccco1)Cc1cccs1 (stereo not drawn)	-7%	-8%	-8	5	38	-7%	5%	-3%	7%	-15
CS(=O)(=O)N1CCc2nc(-c3ccccc3)sc2C1	6%	-12%	-8	-1	1	u	-11%	0%	-3%	-10
CCN(CC(=O)Nc1c(F)cccc1F)C(=O)COc1cccc2c1OC(C)(C)C2	2%	-16%	2	-3	4	3%	5%	-2%	-2%	26
COc1cccc(NC(=O)CN(C)C(=O)CSCc2nc3scc(-c4cccs4)c3c(=O)[nH]2)c1	-1%	-1%	0	1	-4	-19%	4%	6%	0%	-12
CC(C(=O)OCc1nnc(-c2ccccc2)o1)N1C(=O)C2CCCCC2C1=O (stereo not drawn)	3%	-2%	-1	-1	-8	u	10%	11%	-1%	4
Cc1ccc(S(=O)(=O)NC2(C(F)(F)F)NC(=O)N(CCc3ccccc3)C2=O)cc1 (stereo not drawn)	1%	1%	0	4	-3	-9%	-1%	-2%	-1%	-5
Brc1ccc(NCc2nnc3n2CCCCC3)cc1	0%	-25%	8	16	0	5%	-6%	-5%	1%	3
COc1ccc(-c2ccc(C(C)=O)cc2)cc1[C@H]1[C@@H]2C=CCC[C@@]2(C)C(=O)N1Cc1ccccc1	15%	0%	1	2	5	21µM*	23%	-1%	-29%	-13
O=C(NCc1ccccc1F)C1CCCN1C(=O)Nc1ccc(Cl)cc1 (stereo not drawn)	1%	3%	-4	-3	-1	-15%	7%	-4%	4%	-11
S=C(NCc1cccnc1)Nc1ccc2c(c1)OCO2	0%	14%	0	-4	-5	9%	-1%	4%	0%	18
CC(C)C(NC(=O)c1cccs1)c1nnc(SCC(=O)Nc2nccs2)n1C (stereo not drawn)	-1%	-18%	5	-2	-5	u	5%	-1%	-3%	5
Cc1ccc(F)cc1NC(=O)Cc1ncc(C(F)(F)F)cc1Cl	1%	8%	2	6	-1	14%	7%	4%	-10%	2
CCOC(=O)c1c(N=CN(C)C)c2cc([N+](=O)[O-])cnc2n1C	-2%	7%	6	1	-12	u	-12%	0%	-1%	14
O=C(c1ccncc1)N1CCN(S(=O)(=O)c2ccccc2F)CC1	1%	7%	-7	x	-3	1%	10%	0%	x	-1
COc1ccc(Nc2nccc(OC)c2C#N)cc1	1%	16%	-12	-1	8	-20%	8%	0%	0%	-1
O=C(O)c1ccc(S(=O)(=O)Cc2ccccc2)cc1	2%	7%	-8	-1	3	22%	-2%	-5%	2%	12
COCCCN(C(=S)NC(=O)C(C)(C)C)c1c(N)n(Cc2ccccc2)c(=O)[nH]c1=O	12%	-25%	-8	x	4	-2%	2%	19%	0%	-3
O=C(Nc1ccc2c(c1)ncn2C1CCCCC1)c1ccco1	0%	9%	-1	16	-7	u	6%	16%	-2%	0
CC1=C(C(=O)Nc2ccc(C(=O)N3CCN(c4cccc(Cl)c4)CC3)cc2)SCCO1	-8%	-6%	7	1	-1	-17%	-2%	0%	22%	-8
NC(=O)COc1ccc(Nc2nnc(-c3ccc(O)cc3)c3ccccc23)cc1	-1%	-10%	-8	1	-9	u	-3%	-16%	-11%	-3
O=c1c2cn[nH]c2[nH]c(=S)n1-c1ccccc1	0%	-4%	2	-2	7	11%	x	3%[46.1 µM]	0%	4
Cc1nn(Cc2ccc(Cl)cc2)c(=O)n1N(C)c1ncc(C(F)(F)F)cc1Cl	-1%	-4%	3	2	-6	-10%	8%	-3%	9%	11
Cc1ccc(-c2csc3ncnc(N4CCN(C(=O)c5ccco5)CC4)c23)cc1	0%	-2%	-4	24	-14	16µM*	-5%	1%	-3%	-15
CCOc1ccc(C2c3cc(OC)c(OC)cc3CC(=O)N2c2ccc(OC)cc2)cc1 (stereo not drawn)	-2%	-8%	-2	-1	10	u	-4%	-4%	-1%	-5
CCN(CC)c1ccc(C(=O)NNC(=O)C2CSC3(C)CCC(=O)N23)cc1 (stereo not drawn)	-2%	-13%	6	22	1	10%	-1%	-2%	-1%	9
Cc1cccc(C)c1N1C(=O)CC(N2CCSCC2)C1=O (stereo not drawn)	8%	3%	1	5	10	16%	-8%	5%	-16%	5
COc1ccc(CN2CCC(CNC(=O)NC3CCCCC3)CC2)cc1	3%	-11%[15.4 µM]	39	-2	6	-5%	6%	-2%	-8%	6
OCCNCc1ccc(OC2CCCC2)cc1	1%	-16%	2	8	21	8%	-7%	x	10%	0
Cc1cccn2c(CN[C@H]3CCCCNC3=O)c(C(=O)N3CCOCC3)nc12	8%	10%	-10	-3	-1	-19%	1%	3%	-1%	-1

Three entries out of the list, arranged by molar mass, rising:
SMILES	USP2a block	Eya2 phos inh	hERG WT inh	TRPV1 agonist	TSHR antagonist	ELG1 DNA repair	AT treatment	TCR act	Mito fusion yeast	KCNH2 3.1 inh
COc1ccc(Nc2nccc(OC)c2C#N)cc1	1%	16%	-12	-1	8	-20%	8%	0%	0%	-1
O=C(c1ccncc1)N1CCN(S(=O)(=O)c2ccccc2F)CC1	1%	7%	-7	x	-3	1%	10%	0%	x	-1
COCCCN(C(=S)NC(=O)C(C)(C)C)c1c(N)n(Cc2ccccc2)c(=O)[nH]c1=O	12%	-25%	-8	x	4	-2%	2%	19%	0%	-3

Next results:
SMILES	USP2a block	Eya2 phos inh	hERG WT inh	TRPV1 agonist	TSHR antagonist	ELG1 DNA repair	AT treatment	TCR act	Mito fusion yeast	KCNH2 3.1 inh
Cc1ccnc(OC(C(=O)O)C(OCc2ccccc2)(c2ccc(F)cc2)c2ccc(F)cc2)n1 (stereo not drawn)	4%	7%	-1	3	-13	23%	-8%	-1%	-4%	-2
Cc1ccccc1NC(=O)c1cc(S(=O)(=O)N2CCOCC2)cn1C	1%	u	0	-1	2	-6%	-3%	-1%	2%	-3
COc1ccccc1OCCC(=O)OCC(=O)NCc1ccc(F)cc1	3%	3%	-8	x	-18	8%	-4%	x	x	6
Cc1c(NC(=S)NC(=O)COc2ccccc2)c(=O)n(-c2ccccc2)n1C	0%	0%	7	-1	-6	16%	-1%	3%[46.1 µM]	-2%	15
COc1ccc(Cl)cc1S(=O)(=O)NC1CC(C)(C)NC(C)(C)C1	-7%	-15%	-6	-1	-11	-5%	2%	5%	-1%	21
COc1ccc(-c2cc3nc(C)n(N)c(=O)c3s2)cc1	-1%	-2%	0	4	-6	u	-7%	4%	-18%	30
O=C(N/C(=C/c1ccco1)C(=O)N1CCCC1)c1cccs1	1%	18%	-4	7	34	5%	3%	9%	4%	-16
CC(OC(=O)c1ccc(CN2CCCC2=O)cc1)C(=O)Nc1ccc(Cl)cc1 (stereo not drawn)	3%	-2%	66	-4	17	-16%	9%	5%	0%	0
CC(=O)NC(Cc1ccc(F)c(F)c1)C(=O)NC1CCN(C(=O)c2ccc(C)cc2)CC1 (stereo not drawn)	1%	16%	-5	1	-1	-1%	1%	10%	-2%	-7
CN1CCN(S(=O)(=O)c2ccc(NCc3ccc4c(c3)OCO4)nc2)CC1	1%	u	-2	2	-4	-8%	5%	7%	-9%	-1

Bioassay records: PubChem BioAssay, National Center for Advancing Translational Sciences (NCATS)
